# Bioassay records deposited in PubChem BioAssay by several laboratories.
# STAT3 activator – activators of IL-6 induced STAT3 signaling | U3A cells, IL-6 STAT3-luciferase reporter, luminescence; 100% = signal with IL-6 EC80 alone | activation (% of control), % at 5.6 µM | 0.91% of 190,000 active | AID 871;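 active = activation above the screen-wide mean of compound activation plus 3 SD, cut at about 130% in these data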;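 also: 0% = background luminescence of wells with medium and substrate only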
#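 Test system: STAT3-luciferase reporter U3A cells; Detection: reporter luminescence signal; Times: 1 h compound pre-exposure, 6 h IL-6 stimulation, 37 °C; Benchmarks: IL-6-only high control; Also added: IL-6 stimulus at 33 ng/mL final.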
# STAT1 act – increases IFN-gamma driven STAT1 reporter signal; NIH 3T3 STAT1-luciferase reporter, luminescence; 100% = IFN-gamma alone, no compound; activation (% of control), % at 5.5 µM; 2.6% of 200,000 active; AID 932;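 active = activation above the screen-wide mean activation plus 3 SD, cut at about 130% in these data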;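 also: raw ratio to IFN-gamma control signal so 100% means no change and 0% no light; values of inactives mirror those of a sister screen read the other way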
# TLR4-MyD88 BLA – TLR4-MyD88 interaction inhibition in cells. inhibition, % at 8.4 µM. HeLa CL3-4 TLR4/MyD88 BLA complementation, FRET ratio. O00206+Q99836. 0.18% of 200,000 active; in the data active = inhibition above about 25%;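 also: 0% = vehicle and 100% = reference inhibitor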
# Target sequence (O00206 whole entry, looked up): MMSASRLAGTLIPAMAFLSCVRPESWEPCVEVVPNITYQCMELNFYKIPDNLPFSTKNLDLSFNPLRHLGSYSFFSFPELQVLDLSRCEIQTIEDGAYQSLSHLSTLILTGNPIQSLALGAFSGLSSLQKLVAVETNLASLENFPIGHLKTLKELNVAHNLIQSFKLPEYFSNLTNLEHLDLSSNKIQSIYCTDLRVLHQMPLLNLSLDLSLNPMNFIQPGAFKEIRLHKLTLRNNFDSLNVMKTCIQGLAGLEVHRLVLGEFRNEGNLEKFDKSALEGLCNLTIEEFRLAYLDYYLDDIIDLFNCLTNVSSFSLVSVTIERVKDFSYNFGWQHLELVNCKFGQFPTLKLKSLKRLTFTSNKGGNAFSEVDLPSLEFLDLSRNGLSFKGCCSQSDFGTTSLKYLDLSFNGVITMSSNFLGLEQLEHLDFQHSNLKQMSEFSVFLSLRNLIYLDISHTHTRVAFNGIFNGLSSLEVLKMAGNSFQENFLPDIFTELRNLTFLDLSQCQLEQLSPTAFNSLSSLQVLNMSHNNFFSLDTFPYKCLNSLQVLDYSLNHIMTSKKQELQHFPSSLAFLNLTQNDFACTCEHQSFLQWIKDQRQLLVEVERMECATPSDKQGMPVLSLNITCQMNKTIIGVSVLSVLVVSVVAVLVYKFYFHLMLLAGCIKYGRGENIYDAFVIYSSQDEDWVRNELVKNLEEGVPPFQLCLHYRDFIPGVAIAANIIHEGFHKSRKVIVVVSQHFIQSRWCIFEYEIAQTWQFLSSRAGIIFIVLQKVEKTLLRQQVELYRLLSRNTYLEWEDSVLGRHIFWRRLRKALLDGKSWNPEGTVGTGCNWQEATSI
# Target sequence (Q99836 whole entry, looked up): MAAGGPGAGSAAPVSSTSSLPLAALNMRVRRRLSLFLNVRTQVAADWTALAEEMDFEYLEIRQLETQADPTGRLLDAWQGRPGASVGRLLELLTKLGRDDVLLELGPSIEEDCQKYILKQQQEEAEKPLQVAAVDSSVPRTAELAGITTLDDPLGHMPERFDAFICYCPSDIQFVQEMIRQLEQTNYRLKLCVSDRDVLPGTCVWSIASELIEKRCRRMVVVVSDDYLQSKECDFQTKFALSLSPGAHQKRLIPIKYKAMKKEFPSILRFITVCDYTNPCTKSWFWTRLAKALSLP
# HMGR II inh – inhibitors of class II HMG-CoA reductase from Enterococcus faecalis; purified E. faecalis HMGR, NADPH absorbance 340 nm kinetic; inhibition, % at 10 µM; 0.41% of 190,000 active; AID 1066;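 active = inhibition above a set limit, the median over all tested compounds plus 3 SD, cut at about 9.5% in these data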;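 also: enzyme runs in reverse so mevalonate oxidation gives rising NADPH absorbance; 0% = complete reaction with DMSO and 100% = background rate lacking mevalonate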
# APP 5'UTR act – activates APP 5'UTR luciferase reporter | activation, % at 2 µM | AID 1276 | SH-SY5Y APP 5'UTR luciferase reporter, luminescence; zero percent = DMSO vehicle wells | 1% of 190,000 active;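 active = activation above a set limit, based on mean plus 3 SD of controls, cut at about 140% in these data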; also: values of inactives mirror those of a sister screen read the other way
# STAT1 blocker – STAT1 signaling inhibition; NIH 3T3 STAT1-luciferase reporter, IFN-gamma, luminescence; inhibition, % at 5.5 µM; 0.35% of 200,000 active; AID 920;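 active = inhibition above a set limit, the mean inhibition across all tested compounds plus 3 SD, cut at about 34% in these data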;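 also: 0% = IFN-gamma with DMSO and 100% = IFN-gamma with 300 µM nifuroxazide; values of inactives mirror those of a sister screen read the other way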
# DTT redox prof – compounds producing H2O2 with reducing agent – biochemical, NIH compound library profiling, artefact control for MLSCN library redox annotation, primary screen; 0.03% of 200,000 active; DTT-dependent redox cycling H2O2, phenol red/HRP absorbance; 100% = 100 µM peroxide control, 0% = buffer; activation, % at 10 µM; AID 878;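 active = activation of at least 50% relative to the plate's high and low controls in the primary single-dose screen; inactive = activation below 50%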;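 also: compound incubated with DTT at 0.8 mM final as the reducing agent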
# STAT3 inh – reduces IL-6 driven STAT3 reporter signal | 0.89% of 190,000 active | U3A cells, IL-6 STAT3-luciferase reporter, luminescence; host cell line lacks STAT1 | inhibition, % at 5.5 µM;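 active = inhibition above the mean inhibition across all screened compounds plus 3 SD, cut at about 44% in these data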;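 also: 0% = DMSO only wells and 100% = 100 µM nifuroxazide control wells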
# Hsp70 act – Hsp70 transcriptional activation, primary screen | HeLa Hsp70 promoter luciferase reporter, luminescence; scaled: vehicle 0, proteasome-inhibitor control 100% | activation, % at 10 µM | 0.04% of 200,000 active;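 active = activation above the mean across all tested compounds plus 3 SD, cutoff set per campaign, cut at about 5.5% in these data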;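 also: 100% = MG132 at 30 µM as the positive control and 0% = DMSO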
# NF-kB neuron act – compounds increasing NF-kB expression in human neuronal cells | NF-kB reporter expression; stronger effect = higher value | fold change at 12.5 µM | 1.6% of 190,000 active | AID 1239; in the data active = fold change above about 3.3
# Active calls of the source: *; nt = no result given; & = joins results of further samples.
SMILES	HMGR II inh	STAT3 inh	STAT3 activator	APP 5'UTR act	NF-kB neuron act	DTT redox prof	Hsp70 act	STAT1 act	TLR4-MyD88 BLA	STAT1 blocker
CCCC(=O)Nc1nc(-c2ccccc2)c(CC)s1	0	13	93	-9	1	0.6	-0.1	95	3	3
Nc1ccc(Oc2ccc([N+](=O)[O-])cc2[N+](=O)[O-])cc1	-2	-3	102	-3	1.4	-0.1	-0.2	102	-4	-6
O=C(N/N=C/c1ccc(OC(F)F)cc1)c1ccc(CSc2nc3ccccc3[nH]2)cc1	2	13	92	7	0.39	-0.4	-0.3	97	2	4
O=[N+]([O-])c1cc(F)c(N2CCCCC2)cc1N1CCOCC1	-4	-10	108	15	0.98	-0.6	-0.4	96	-1	4
COc1ccc(NC(=O)c2cc3c(-c4ccc(OC)c(OC)c4)nn(C)c3s2)cc1OC	-2	17	86	nt	0.35	1.4	-0.2	97	-10	6
Cc1c(Cl)cn2c(=O)cc(CN3CCN(c4ccc(F)cc4)CC3)nc2c1Cl	1	9	96	-12	1.2	-1.6	-0.3	101	9	-2
COC(=O)/C(=C/c1c[nH]c2ccccc12)NC(C)=O	-8	4	100	13	1.2	0.2	-0.2	91	4	10
C=CCn1c(COc2ccccc2)nnc1SC(C)C(=O)N/N=C/c1cc(Cl)ccc1O (configuration not stated)	2	0	105	-4	3.5*	-1.8	-0.2	106	-9	-7
O=C(Nc1ccccc1F)c1cc(S(=O)(=O)N2CCCCC2)cs1	-3	5	99	0	1.1	1.3	-0.1	100	-14	0
O=C(CN1C(=O)NC2(CCCCCC2)C1=O)NC1CC1	-4	0	108	-1	1.2	0.6	-0.1	102	-15	-4
CCCNC(=O)Cn1c2ccccc2c2nc(=O)cc(C)n21	-1	-71	170*	-10	0.95	-0.7	-0.3	95	2	5
CC(=O)NC1=NN(C(C)=O)C(C)(c2ccc(C)o2)S1 (configuration not stated)	-2	3	101	-1	1.1	-0.7	-0.5	98	2	1
CCC(=O)N1CCc2cc(S(=O)(=O)NCCC(=O)N3CCN(c4ccccn4)CC3)ccc21	-6	14	93	18	1	-0.2	-0.3	88	5	11
O=C(CN1CCN(c2ccccc2O)CC1)Nc1cccnc1Cl	1	10	98	-6	0.93	-0.2	-0.2	107	8	-9
Cc1cccc(NC(=O)COc2ccc(/C=C\c3[nH]c(=O)[nH]c(=O)c3[N+](=O)[O-])cc2)c1	-3	11	95	18	1	-0.5	-0.3	109	11	-10
Cc1ccc(N/C=C(\C#N)S(=O)(=O)c2ccccc2)cc1	-4	6	97	2	0.91	0.2	-0.2	111	-2	-15
S=C(Nc1ccc2c(c1)OCO2)NC1CCN(Cc2ccccc2)CC1	2	-5	105	10	0.83	0.0	0.7	102	-3	-2
COc1cccc(NC(=O)C(NCC2CCCCC2)c2ccccc2)c1 (configuration not stated)	-4	-5	105	8	1	0.3	0.2	97	-5	3
O=C(c1ccccc1)c1ccc(OCC(O)CN2CCCC2)cc1 (configuration not stated)	-4	-3	105	-15	0.99	0.1	-0.3	100	-4	-1
O=[N+]([O-])c1ccc(/C=N/n2c(CO)nc3ccccc32)s1	-5	-5	104	-12	0.79	0.0	-0.4	77	-3	26

# 2 entries drawn at random from the list so far:
SMILES	HMGR II inh	STAT3 inh	STAT3 activator	APP 5'UTR act	NF-kB neuron act	DTT redox prof	Hsp70 act	STAT1 act	TLR4-MyD88 BLA	STAT1 blocker
Cc1c(Cl)cn2c(=O)cc(CN3CCN(c4ccc(F)cc4)CC3)nc2c1Cl	1	9	96	-12	1.2	-1.6	-0.3	101	9	-2
O=[N+]([O-])c1cc(F)c(N2CCCCC2)cc1N1CCOCC1	-4	-10	108	15	0.98	-0.6	-0.4	96	-1	4

# More records.
SMILES	HMGR II inh	STAT3 inh	STAT3 activator	APP 5'UTR act	NF-kB neuron act	DTT redox prof	Hsp70 act	STAT1 act	TLR4-MyD88 BLA	STAT1 blocker
CCS(=O)(=O)c1ccc2oc(SCC(=O)NCCc3ccc(F)cc3)nc2c1	0	6	98	-11	1.1	-0.9	-0.1	90	11	10
Cc1ccc(C(=O)NC(N(C)C)C(Cl)(Cl)Cl)cc1 (configuration not stated)	-6	7	100	-11	1.3	0.1	-0.3	102	1	-4
CCN1CCCC1CNC(=S)Nc1ccc(C(C)=O)cc1 (configuration not stated)	1	-2	103	17	1.3	-1.3	-0.3	106	3	-7
O=S(=O)(c1ccccc1)c1nc(-c2ccccc2F)oc1NCc1cccnc1	1	-3	109	-2	1.6	-1.0	0.8	89	-7	11
Cc1nc2nc(C)c(CCC(=O)NCCCN3CCN(c4cccc(Cl)c4)CC3)c(C)n2n1	-7&-7	10&6	95&96	5&-2	0.96&0.79	3.2&-0.7	-0.5&-0.4	95&104	-15&-5	5&-4
COc1ccc(C)cc1S(=O)(=O)N1CCN(S(=O)(=O)c2cc(C)ccc2OC)CC1	-5	3	98	10	0.91	-0.1	-0.4	103	13	-2
O=c1c2sccc2[nH]c(=S)n1Cc1ccccc1	-1	25	80	0	1.2	-0.1	0.0	99	-4	0
CC(=O)Oc1ccc(NC(=O)CSc2ccccc2)cc1	0	-7	108	-1	4.2*	1.3	-0.2	106	5	-7
Cc1c(C(=O)N2CCCCC2)sc(NC(=O)C23CC4CC(CC(C4)C2)C3)c1C#N	nt	-5	107	4	nt	0.3	0.0	107	12	-4
O=C1C(Cl)=C(N2CCCCC2)C(=O)N1c1ccccc1Cl	-3	8	98	6	1.1	2.0	-0.5	91	4	10
CC(=O)SCCC(=O)N1C(C)CCCC1C(=O)O (configuration not stated)	-1	-2	105	2	1.1	-0.6	0.1	101	-1	-1
O=C(NCc1cccnc1)c1ccc(-c2ccc(Cl)cc2)o1	2	5	99	1	1.1	-0.8	-0.1	112	-8	-15
COCC(=O)N1CCC(n2nnc3cc(F)ccc32)CC1	1	0	105	-3	1.1	3.6	-0.5	97	-10	3
Cc1ccc(C(=O)O/N=C2\CCSc3ccc(C)cc32)cc1	-2	-12	116	11	1	-2.4	-0.1	111	-9	-12
O=C(c1cn(-c2ccccc2)nc1-c1cccs1)N(CCO)Cc1ccccc1	0	-5	105	-15	0.62	0.1	-0.3	104	0	-4
O=C(CN1CCc2ccccc2C1)NC1CCCC1	-2	2	107	3	1.1	-0.8	-0.2	99	4	1
COC(=O)CSc1nc(NCc2ccccc2)nc(N(C)C)n1	4	14	93	-4	1.1	-0.7	-0.1	94	7	4
Cc1cc(Nc2ccc(Cl)cc2)n(-c2cccc(Cl)c2)n1	-3	-19	119	-33	0.96	1.7	0.1	98	-2	2
N/C(=N/OC(=O)c1cccc([N+](=O)[O-])c1)c1cccc([N+](=O)[O-])c1	-3	20	87	5	1.4	-1.8	-0.3	110	-4	-12
COc1cc(NS(C)(=O)=O)c(OC)cc1NC(=O)c1cccc(F)c1	-1	3	101	-6	0.94	2.1	-0.1	100	-6	0

# In another format: three of the compounds above.
# Fields: HMGR II inh, STAT3 inh, STAT3 activator, APP 5'UTR act, NF-kB neuron act, DTT redox prof, Hsp70 act, STAT1 act, TLR4-MyD88 BLA, STAT1 blocker
> Cc1c(Cl)cn2c(=O)cc(CN3CCN(c4ccc(F)cc4)CC3)nc2c1Cl
    1, 9, 96, -12, 1.2, -1.6, -0.3, 101, 9, -2
> O=C1C(Cl)=C(N2CCCCC2)C(=O)N1c1ccccc1Cl
    -3, 8, 98, 6, 1.1, 2.0, -0.5, 91, 4, 10
> CCCNC(=O)Cn1c2ccccc2c2nc(=O)cc(C)n21
    -1, -71, 170*, -10, 0.95, -0.7, -0.3, 95, 2, 5

# More results
SMILES	HMGR II inh	STAT3 inh	STAT3 activator	APP 5'UTR act	NF-kB neuron act	DTT redox prof	Hsp70 act	STAT1 act	TLR4-MyD88 BLA	STAT1 blocker
C=C(C)CSc1nnc2[nH]c(=O)cc(N)n12	nt	1	103	-21	nt	0.8	0.1	105	7	-5
O=C(CN1C(=O)NC2(CCc3ccccc32)C1=O)c1ccc2c(c1)OCCO2 (configuration not stated)	7	-4	109	-15	1	-0.4	0.1	107	-1	-6
C=CCOC(=O)C1=C(C)NC(=O)NC1c1ccc(OC(=O)c2ccco2)c(OC)c1 (configuration not stated)	1	-7	109	-9	0.93	1.8	-0.3	101	-7	-1
CCOC(=O)c1ccccc1NC(=O)CSc1cccc[n+]1[O-]	2	4	101	-5	1.4	1.3	-0.1	100	0	0
N#CCCn1cc(C(=O)Nc2ccc([N+](=O)[O-])cc2)c(-c2cccs2)n1	1	4	100	-11	0.78	1.1	-0.1	99	-8	1
CCC(=O)Nc1ccc(C(=O)OCc2ccccc2)cc1	-4	4	98	24	1.3	-0.9	0.1	132*	1	-35
Cn1c(SCC(=O)N2CCOCC2)nc2sc3c(c2c1=O)CCCC3	-4	5	99	6	0.86	2.4	-0.5	107	6	-8
Cc1cc([N+](=O)[O-])cc(C)c1OCC(=O)N/N=C/c1ccc(OC(=O)c2ccccc2Br)cc1	-3	14	90	6	1.2	0.1	-0.6	96	11	4
O=C(N/N=C/c1ccc[nH]1)c1cc(-c2cccs2)nc2ccccc12	-1	11	98	1	0.53	-0.4	0.0	101	-7	-1
NC(=O)C1=C[C@@H](c2ccc(C(F)(F)F)cc2)C[C@@H](OCc2ccc(CO)cc2)O1	0	nt	nt	16	1	-0.7	-0.1	99	3	2
CNC(=O)NC(=O)C(C)OC(=O)c1cc2c(s1)CCCCC2 (configuration not stated)	1	11	90	-5	1	0.0	-0.3	95	8	5
CC(C)N1CCC(N2CCN(C/C=C/c3ccc(F)cc3)CC2CCO)CC1 (configuration not stated)	0	11	95	-5	1	0.3	0.6	101	-12	-3
CCCn1c(/N=C/c2ccccc2O)nc2ccccc21	-2	2	102	-8	1.4	0.9	-0.2	94	-1	6
CCOC(=O)N1CCN(C(=O)CN(Cc2ccccc2)S(C)(=O)=O)CC1	-3	-5	107	-11	1.1	-1.5	-0.2	99	-1	1
Cc1ccc(-n2c(C)cc(/C([O-])=C(/C(=S)Nc3ccc(F)c(Cl)c3)[n+]3ccccc3)c2C)cc1	-5	0	98	nt	1.1	-0.1	-0.2	91	-14	10
O=C(NC1CCCCC1)NC1CCN(CC(=O)N2CCOCC2)CC1	-2	2	102	3	1.1	1.8	-0.3	101	3	-1
S=C(NCc1cccs1)Nc1ccccc1	-3	5	95	-13	1.1	-0.9	-0.3	89	-5	12
Cc1ccc(/C=C/C2=NN(Cc3ccccc3Cl)C(=O)CC2)cc1	-6	4	97	nt	0.9	0.4	-0.2	104	7	-3
COc1ccc(OC)c(CN2CCC(C(=O)N(C)CCc3ccc(OC)c(OC)c3)CC2)c1	-3	5	99	4	0.8	-0.7	0.0	94	0	4

# Single records, from the list above.
# `Cc1ccc(/C=C/C2=NN(Cc3ccccc3Cl)C(=O)CC2)cc1` reads HMGR II inh = -6; STAT3 inh = 4; STAT3 activator = 97; APP 5'UTR act = nt; NF-kB neuron act = 0.9; DTT redox prof = 0.4; Hsp70 act = -0.2; STAT1 act = 104; TLR4-MyD88 BLA = 7; STAT1 blocker = -3
# `O=C(N/N=C/c1ccc[nH]1)c1cc(-c2cccs2)nc2ccccc12` reads HMGR II inh = -1; STAT3 inh = 11; STAT3 activator = 98; APP 5'UTR act = 1; NF-kB neuron act = 0.53; DTT redox prof = -0.4; Hsp70 act = 0.0; STAT1 act = 101; TLR4-MyD88 BLA = -7; STAT1 blocker = -1
